Screening results: PubChem BioAssay, Southern Research Specialized Biocontainment Screening Center
M. tuberculosis: growth inhibition of non-replicating M. tuberculosis (AID 488890); Mycobacterium tuberculosis non-replicating, growth inhibition; higher % means a stronger effect; inhibition, % at 25 µM, or IC50 in µM where a hit was titrated; actives 0.39% (n = 320,000); in the data active = a potency from the dose series; inconclusive = inhibition mostly from about 82% at the one dose, without a potency; inactive = the rest, 99 in 100 with inhibition below about 76%;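 note: plate controls were DMSO cells for no effect and high antibiotic wells for full effect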
H37Rv inhibition: M. tuberculosis growth inhibition, HTS (AID 449762); actives 0.59% (n = 330,000); one-dose inhibition, % at 25 µM; IC50 in µM for titrated hits; M. tuberculosis H37Rv growth inhibition, 7H9 media; higher % means a stronger effect; in the data active = a potency from the dose series; inconclusive = inhibition above about 70% without an active follow-up result;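 note: bacterial growth assessed after seven days of incubation; strong numbers were not always called active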
VEEV TC-83 Vero: inhibitors of VEEV TC-83 cytopathic effect, confirmation, Vero cells (AID 588727); Vero cells, VEEV TC-83 cytopathic effect inhibition; higher % means a stronger effect; inhibition, % at 20 µM, or IC50 in µM where a hit was titrated; actives 0.13% (n = 350,000); in the data active = a potency from the dose series; inconclusive = inhibition mostly from about 14% at the one dose, without a potency; inactive = the rest, 99 in 100 with inhibition below about 12%; note: strong numbers were not always called active
influenza NS1A: NS1A inhibition, H1N1 influenza, cell based functional assay (AID 504329); NS1A functional cell-based assay, percent inhibition; higher % means a stronger effect; actives 0.3% (n = 340,000); inhibition, % at 12.5 µM, or IC50 in µM where a hit was titrated; in the data active = a potency from the dose series; inconclusive = inhibition above about 27% without an active follow-up result; note: strong numbers were not always called active
PhoP GFP inhibition: Inhibition of PhoP regulon, Salmonella typhi GFP reporter cells, confirmation, 4 h (AID 1850); Salmonella Typhi PhoP-promoter GFP reporter, fluorescence, 4 h; higher % means a stronger effect; one-dose inhibition, % at 50 µM; IC50 in µM for titrated hits; actives 0.33% (n = 310,000); in the data active = a potency from the dose series; inconclusive = inhibition mostly from about 25% at the one dose, without a potency; inactive = the rest, 99 in 100 with inhibition below about 19%;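 note: 0% = induced wells with vehicle and 100% = uninduced wells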
VEEV TC-83 Vero 10K pilot screen: further read-out of VEEV TC-83 Vero, marked with its call; inhibition, %; measured here: 10K pilot screen inhibition
* hit, by the source's call; i = inactive; ? = inconclusive; . = not tested or not shown.

SMILES | M. tuberculosis | H37Rv inhibition | VEEV TC-83 Vero | influenza NS1A | PhoP GFP inhibition | others
CC(=O)NNc1nc2ccccc2s1 | -21.4% | -19.1% | i | -3.3% | -8.8%
COc1ccc(N=Cc2c(OC)ccc3ccccc23)cc1 | 34.7% | 90.8% | i | -12.2% | -2.7%
Cc1csc(NC(=O)CCC(=O)c2cccs2)n1 | 35.4% | 5.7% | 0.7% | -11.1% | 5.0%
COc1ccc2[nH]c(CN3CCC(CO)(CCOc4ccccc4)CC3)c(C)c2c1 | 48.7% | ? | 6.9% | 0.5% | -6.2%
COc1ccc(C2(CNS(=O)(=O)c3ccccc3)CCOCC2)cc1 | 9.5% | -1.6% | 0.7% | 2.7% | -8.9%
O=C(/C=C/c1ccc(Br)cc1)NCc1cccs1 | 41.0% | 4.5% | 1.3% | -7.3% | 3.6%
CN1CCN(C(=O)c2sc(=S)n(-c3ccccc3)c2N)CC1 | 60.9% | -15.8% | 3.6% | -1.5% | -17.6%
CCOC(=O)C1CCN(C(=S)Nc2ccccc2)CC1 | -0.6% | -1.1% | i | -4.8% | -0.6%
O=C(O)c1ccccc1C=NNc1ccc([N+](=O)[O-])cn1 | . | . | 2.1% | 1.7% | .
Cc1oc(C(C)(C)C)cc1C(N)=O | -12.1% | -5.0% | 2.1% | 0.2% | 12.6%
COc1ccc(-n2cc(CNCCCn3ccnc3)c(-c3ccccc3Cl)n2)cc1 | 80.0% | 13.2% | 0.7% | 3.1% | 2.3%
C=CCNC(=O)CN1CCC(NC(=O)c2ccco2)CC1 | 6.7% | -1.8% | 0.8% | 9.7% | -10.9%
Nc1ccc(Oc2c(Cl)cccc2Cl)nc1 | -1.0% | -1.7% | 3.2% | 6.7% | 3.1%
COc1ccc(-n2ccnc(SCC(=O)NCc3ccccc3Cl)c2=O)cc1 | 10.5% | 16.2% | 2.4% | 5.7% | -38.9%
S=C(Nc1ccccc1)N1CCc2ccccc21 | 8.3% | 3.2% | i | -6.2% | -1.6%
CC(=O)c1ccc(N(C)C)cc1 | -1.4% | -0.7% | 0.1% | 2.0% | -4.3%
CCOc1ccc(CCNC(=O)C2CCN(C(=O)N(C)C)CC2)cc1OCC | 2.5% | -2.9% | 1.4% | -2.3% | -1.9%
COc1ccc(Cl)cc1NC(=O)C(=O)NC1CCCCCC1 | -7.0% | -1.6% | 1.0% | -2.6% | -9.6%
COc1cc([C@H]2Oc3c(OC)cc(CCCO[C@@H]4O[C@H](CO)[C@@H](O)[C@H](O)[C@H]4O)cc3[C@@H]2CO)ccc1O | 7.0% | 2.3% | 1.6% | -14.4% | -4.8%
O=C(OCc1cccc(Cl)c1)c1cc(S(=O)(=O)N2CCCCC2)ccc1N1CCOCC1 | -2.7% | 8.4% | 4.3% | -2.8% | -8.4%
Cc1ccccc1C(=O)N1CCN(c2ncccn2)CC1 | -10.1% | 5.0% | 0.4% | -0.7% | -1.4%
CCn1c(=O)c2cc(C(=O)Nc3ccccc3OC)sc2c2ccccc21 | -19.4% | 14.0% | 6.5% | 16.6% | 9.0%
CCN(CC)S(=O)(=O)c1cc(NC(=O)CNc2cccc(S(=O)(=O)N3CCOCC3)c2)ccc1C | 21.9% | -3.5% | 1.9% | -3.6% | 7.9%
CN(c1ccc(F)cc1)S(=O)(=O)c1ccc(Cl)c(C(=O)NCC2CCCO2)c1 (stereo unspecified) | . | . | 0.7% | 2.1% | .
O=C(COc1ccccc1[N+](=O)[O-])N/N=C/c1ccc(O)cc1 | 4.9% | 1.2% | i | 8.9% | -0.7%
COc1ccccc1-n1nnnc1SCC(=O)N(CC(C)C)C1CCS(=O)(=O)C1 (stereo unspecified) | -10.6% | 1.7% | 6.2% | -2.5% | -6.3%
NC(=O)CSc1nnc(-c2cccs2)n1Cc1ccco1 | -3.7% | -1.8% | i | 3.0% | -0.9%
COc1ccc2oc(C(=O)NCC(Cc3ccccc3)N(C)C)c(C)c2c1 (stereo unspecified) | 20.1% | 13.0% | 0.1% | -5.4% | -29.0%
O=C(NC(=S)N1CCN(Cc2ccc3c(c2)OCO3)CC1)c1cccc(Br)c1 | ? | 41.8% | i | 0.7% | -4.7% | VEEV TC-83 Vero 10K pilot screen=0.5
Nc1ncnc2c1ncn2[C@@H]1O[C@H](CNCc2ccccc2OC2OC(CO)C(O)C(O)C2O)[C@@H](O)[C@H]1O (stereo partly specified) | . | . | 0.1% | -6.0% | .
CC(C)=CCSc1nnc([C@@H](N)Cc2c[nH]c3ccccc23)o1 | 22.2% | -5.5% | 2.2% | 21.8% | -6.0%
N/C(CN1CCCC1=O)=N\OC(=O)c1ccc(Cl)c(Cl)c1 | 16.1% | 4.5% | i | 9.6% | -8.2%
COc1ccc(NC(=O)C2CC2)cc1NS(=O)(=O)c1ccc(F)cc1 | 12.5% | 4.8% | 2.3% | 8.9% | 3.3%
CCc1ccc(NC(=O)CCNC(=O)Cn2ccc3ccccc3c2=O)cc1 | -11.6% | 14.7% | 1.7% | 7.1% | -4.4%
CC(C)CCNC(=O)CN(Cc1cccs1)C(=O)CCC(=O)Nc1nccs1 | 9.3% | 5.1% | 0.1% | -6.5% | 15.4%
O=C(O)c1cc(-n2nnnc2SCc2ccc([N+](=O)[O-])cc2)ccc1Cl | -14.7% | -1.6% | 0.6% | -8.1% | -0.4%
O=C(NCCN1CCOCC1)c1cc([N+](=O)[O-])cc([N+](=O)[O-])c1 | 57.1% | ? | 1.4% | -1.4% | -3.5%
Brc1ccccc1-c1nnc(SCc2nc3ccccc3s2)o1 | ? | 2.0% | 2.6% | 2.2% | -2.6%
O=C(c1ccccc1)N1CCN(C2CC(=O)N(CCc3ccccc3)C2=O)CC1 (stereo unspecified) | ? | -0.2% | i | -7.5% | -4.4%
COC(=O)Cn1c(=NC(=O)CSCC(=O)NC2CCCCC2)sc2cc(OC)ccc21 | 4.9% | 1.0% | 0.4% | -22.8% | 7.5%
Cc1cccc(-c2ccc3c(c2)C2CC3CCN2)c1 (stereo unspecified) | . | . | 0.8% | -13.4% | .
Cc1ccc(CCNC(=O)C2CCC(=O)N2CCc2ccccc2)cc1 (stereo unspecified) | -12.0% | -3.3% | 0.1% | -13.8% | 0.7%
CCCN1C(=O)c2ccccc2NC1c1cc(OC)c(OC)c(OC)c1 (stereo unspecified) | 3.9% | -4.5% | i | 7.2% | 4.0%
CN(CC(=O)Nc1c(Cl)cccc1Cl)C(=O)CNC(=O)c1ccc2c(c1)OCO2 | 8.9% | 4.8% | 1.3% | 0.6% | 10.7%
COc1ccc(/C=C2\SC(=S)NC2=O)cc1OS(=O)(=O)c1ccc(NC(C)=O)cc1 | . | . | 9.8% | -0.4% | .
CCOC(=O)c1oc2ccccc2c1NC(=O)COC | 11.9% | -10.8% | 0.3% | 1.2% | 6.4%
O=[N+]([O-])c1cc(S(=O)(=O)C(F)(F)F)ccc1NCC1CCCO1 (stereo unspecified) | -7.1% | 6.2% | i | 13.4% | 6.0%
COC(=O)C1=C(C)N(c2ccc(OC)c(OC)c2)C(=O)/C1=C\c1cccs1 | -2.4% | -3.9% | 0.6% | 23.7% | 1.4% | VEEV TC-83 Vero 10K pilot screen=0.1
CC(C)c1ccc(NC2CCCN(C(=O)CN3CCOC3=O)C2)cc1 (stereo unspecified) | -14.5% | -23.4% | 0.2% | -8.5% | -5.0%
O=C(Nc1cccc(C(=O)N2CCCc3ccccc32)c1)c1ccccc1 | 23.1% | 6.9% | i | -3.0% | 0.2%
Cc1ccc(OCCN2C(=O)C(=O)c3cccc(C)c32)cc1 | 15.9% | -4.8% | 2.8% | 15.2% | 2.3%
CCC(C)[C@@H](N)C(=O)N/N=C/c1ccc2ncccc2c1 (stereo partly specified) | -6.6% | -6.5% | 1.7% | -6.8% | 5.9%
CCOc1ccc(CN2CCN(Cc3cccn3-c3nccs3)CC2CCO)cc1 (stereo unspecified) | 18.0% | -8.1% | 11.2% | -0.6% | -1.7%
NS(=O)(=O)c1ccccc1NC(=O)c1c(O)c2ccccc2[nH]c1=O | 10.7% | -4.6% | 1.9% | -5.0% | -13.1%
Cc1cccc2cc(C(c3nnnn3C3CCCC3)N3CCOCC3)c(=O)[nH]c12 (stereo unspecified) | 5.0% | 8.2% | 6.0% | 3.5% | -0.9%
CCC(=O)c1ccc(OC(=O)C2CCN(C3=NS(=O)(=O)c4ccccc43)CC2)cc1 | -1.5% | -1.0% | 0.2% | 0.3% | .
CCOc1ccc(CCN2C(=S)N([C@@H](CC(C)C)CN3CCCC3CN3C(=S)NC[C@@H]3Cc3ccc(O)cc3)C[C@@H]2CC(C)C)cc1 (stereo partly specified) | . | . | i | -1.2% | .
O=C(CSc1nnc(C2COc3ccccc3O2)o1)N1CCCCC1 (stereo unspecified) | ? | ? | 1.5% | 1.7% | -14.1%
O=C(Nc1nccs1)C1CC(=O)N(Cc2ccco2)C1 (stereo unspecified) | 4.4% | -0.2% | 3.3% | -12.2% | -4.7%
c1ccc(-c2cc(N3CCOCC3)nc(-c3ccccc3)n2)cc1 | -9.1% | 2.5% | 0.6% | 3.7% | -0.6%

A section from the list above, for reference:
SMILES | M. tuberculosis | H37Rv inhibition | VEEV TC-83 Vero | influenza NS1A | PhoP GFP inhibition | others
Cc1cccc(-c2ccc3c(c2)C2CC3CCN2)c1 (stereo unspecified) | . | . | 0.8% | -13.4% | .
Cc1ccc(CCNC(=O)C2CCC(=O)N2CCc2ccccc2)cc1 (stereo unspecified) | -12.0% | -3.3% | 0.1% | -13.8% | 0.7%
CCCN1C(=O)c2ccccc2NC1c1cc(OC)c(OC)c(OC)c1 (stereo unspecified) | 3.9% | -4.5% | i | 7.2% | 4.0%

The listing picks up, starting 4 compounds before the break.
SMILES | M. tuberculosis | H37Rv inhibition | VEEV TC-83 Vero | influenza NS1A | PhoP GFP inhibition | others
CCOc1ccc(CCN2C(=S)N([C@@H](CC(C)C)CN3CCCC3CN3C(=S)NC[C@@H]3Cc3ccc(O)cc3)C[C@@H]2CC(C)C)cc1 (stereo partly specified) | . | . | i | -1.2% | .
O=C(CSc1nnc(C2COc3ccccc3O2)o1)N1CCCCC1 (stereo unspecified) | ? | ? | 1.5% | 1.7% | -14.1%
O=C(Nc1nccs1)C1CC(=O)N(Cc2ccco2)C1 (stereo unspecified) | 4.4% | -0.2% | 3.3% | -12.2% | -4.7%
c1ccc(-c2cc(N3CCOCC3)nc(-c3ccccc3)n2)cc1 | -9.1% | 2.5% | 0.6% | 3.7% | -0.6%
COc1ccccc1CCNC(=O)C(=O)c1cn(CC(=O)N2CCCC2)c2ccccc12 | 29.4% | 0.3% | 9.3% | -0.9% | -7.8%
CC(C)CN=C(NS(=O)(=O)c1ccccc1)C(Cl)(Cl)Cl | 65.6% | 14.6% | 9.9% | -0.8% | -6.2%
Cc1cccc(-n2c(SCC(=O)Nc3nonc3C)nnc2-c2ccoc2C)c1 | 60.7% | -2.3% | 6.5% | 6.4% | -6.9%
Cc1ccc(CS(=O)Cc2ccc(C(=O)NCc3ccc4c(c3)OCO4)o2)cc1 (stereo unspecified) | 5.3% | 1.9% | 1.8% | -4.2% | 8.2%
COc1ccc(NC(=O)c2cccc(NC(=O)c3ccccc3)c2)cc1 | 2.4% | -2.6% | 1.8% | -2.2% | -2.6%
Cc1c(C)c2cc(Cl)c(OCc3nn[nH]n3)cc2oc1=O | -2.6% | -8.6% | 0.3% | -3.0% | -6.8%
CCc1sc(C(=O)NC2CCN(C)CC2)cc1Br | -2.3% | 2.3% | i | 19.2% | -4.9%
CCOc1ccc(C(=O)CCC(=O)O)cc1 | . | . | 4.5% | -0.5% | 2.1%
C[C@]12c3[nH]c4cc(-c5ccco5)ccc4c3CCN1C(=O)[C@@H](CC(=O)NCCc1ccccn1)C[C@@H]2C(=O)N1CCOCC1 | . | . | i | -0.8% | .
COc1cc(C2C(C(=O)c3ccc(C)o3)=C(O)C(=O)N2c2cc(C)on2)ccc1O (stereo unspecified) | -18.4% | -3.5% | 2.5% | 0.5% | 6.7%
O=C(NCc1ccc2c(c1)OCO2)c1cccc(S(=O)(=O)N2CCCC2)c1 | -1.9% | -14.3% | 6.3% | -5.2% | -3.1%
COc1ccc(C2CC(=O)C(C=NCCO)=C(O)C2)cc1 (stereo unspecified) | 29.0% | 6.8% | 0.2% | 1.4% | 5.5%
CCOC(=O)C(C(=O)OCC)[C@@H]1CS(=O)(=O)C[C@H]1C(C(=O)OCC)C(=O)OCC | 3.6% | 0.3% | 0.3% | 0.3% | 2.7%
